# Tb PGK inh = blocks T. brucei phosphoglycerate kinase | hit rate 0.043% among 380,000 | P07378 | Potency, µM (series often up to 57.5 µM), for inactives: at the highest dose activity change, negative = inhibition, usual class: inhibitors | PGK/GAPDH coupled, Kinase-Glo luminescence, 60 min; also: % is scaled to controls: 0 for no effect and ±100 for the full control effect; nearly all actives have a fitted effect of over 60% in size
#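 Recombinant glycosomal PGK reaction used 1,3-bisphosphoglycerate generated in-well by GAPDH (100nM final) in 100mM TEA pH 7.6, 5mM MgCl2, 0.01% Tween-20. After 60 minutes at room temperature, ATP was read by Kinase-Glo Plus luminescence end-point.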
# JMJD2A Tudor inh = inhibitors of human JMJD2A Tudor domain; O75164; AlphaScreen JMJD2A-Tudor / H3K4me3 peptide binding; Potency, µM (highest dose often 114 µM), for inactives: at the top dose activity change, negative = inhibition, most hits filed as inhibitors; hit rate 4.4% among 390,000; also: % is scaled to controls: 0 for no effect and ±100 for the full control effect; nearly all actives have a fitted effect of over 50% in size
# Target sequence (O75164 whole entry, looked up, the tested form may be a part): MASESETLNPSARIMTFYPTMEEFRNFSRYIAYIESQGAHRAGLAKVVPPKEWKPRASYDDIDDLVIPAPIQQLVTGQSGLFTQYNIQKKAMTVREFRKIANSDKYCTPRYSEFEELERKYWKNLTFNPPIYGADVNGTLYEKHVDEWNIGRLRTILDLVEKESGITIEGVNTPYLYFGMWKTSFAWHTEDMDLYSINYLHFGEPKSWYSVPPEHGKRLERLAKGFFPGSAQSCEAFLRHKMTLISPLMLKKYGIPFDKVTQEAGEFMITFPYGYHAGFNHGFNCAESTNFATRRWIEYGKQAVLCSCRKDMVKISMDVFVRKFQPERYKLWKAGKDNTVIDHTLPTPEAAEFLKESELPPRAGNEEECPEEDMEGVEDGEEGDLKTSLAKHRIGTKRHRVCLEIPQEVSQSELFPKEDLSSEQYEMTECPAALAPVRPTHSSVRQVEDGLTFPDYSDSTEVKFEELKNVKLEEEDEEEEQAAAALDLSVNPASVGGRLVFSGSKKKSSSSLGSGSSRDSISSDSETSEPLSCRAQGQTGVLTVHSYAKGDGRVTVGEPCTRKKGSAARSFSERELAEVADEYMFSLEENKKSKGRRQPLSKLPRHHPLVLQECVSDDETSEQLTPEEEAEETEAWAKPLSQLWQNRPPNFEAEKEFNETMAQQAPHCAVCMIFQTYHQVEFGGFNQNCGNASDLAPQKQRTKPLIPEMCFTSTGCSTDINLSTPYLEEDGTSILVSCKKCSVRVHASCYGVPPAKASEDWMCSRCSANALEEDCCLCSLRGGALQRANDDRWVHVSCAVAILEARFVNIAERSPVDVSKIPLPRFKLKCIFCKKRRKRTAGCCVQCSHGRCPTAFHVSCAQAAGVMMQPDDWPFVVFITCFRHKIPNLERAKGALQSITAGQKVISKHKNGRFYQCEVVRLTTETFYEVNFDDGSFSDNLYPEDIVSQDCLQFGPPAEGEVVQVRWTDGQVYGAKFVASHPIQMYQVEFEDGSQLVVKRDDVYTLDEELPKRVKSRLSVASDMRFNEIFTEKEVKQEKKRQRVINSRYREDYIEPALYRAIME
# rTrxR1 inhibitor = inhibitors of rat thioredoxin reductase 1. O89049. recombinant rTrxR1, NADPH fluorescence consumption, selenite substrate. Potency, µM (highest dose often 114 µM), for the others: at the top dose activity change, negative = inhibition, hits mostly inhibitors. hit rate 1% among 390,000. AID 588453; also: % is scaled to controls: 0 for no effect and ±100 for the full control effect; nearly all actives have a fitted effect of over 65% in size
#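 Rat TrxR1 (90 nM in the dispensed reagent) was pre-reduced with 400 uM NADPH for 5 min at room temperature, then incubated with compound for 15 min. After 400 uM selenite was added, NADPH fluorescence (Ex 340/Em 450 nm) was followed for 8 min.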
# ALOX12 inh = inhibitors of human 12S-lipoxygenase ALOX12; P18054; purified 12hLO, xylenol orange hydroperoxide absorbance; Potency, µM (top dose mostly 108 µM), for inactives: at the top dose activity change, negative = inhibition, actives largely listed as inhibitors; hit rate 1.1% among 580,000; AID 1671190; also: % is scaled to controls: 0 for no effect and ±100 for the full control effect
#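 Hydroperoxide product was detected by ferrous iron/xylenol orange as the 573 to 405 nm absorbance ratio. Arachidonic acid at 40 uM (final) was turned over for 30 min at room temperature by 150 nM human 12hLO, pH 7.0 Hepes buffer, after 15 min compound preincubation.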
# Pin1 inhibitor = human Pin1 inhibition. Q13526. Pin1 FP peptide displacement, HiFluor488, 10 min. Potency, µM (highest dose often 115 µM), for inactives: at the top dose activity, negative = inhibition, hits mostly inhibitors. hit rate 0.009% among 390,000. AID 504891; active = well fitted inhibition curve with a large enough effect in the polarisation, with a control signal flat, not every such curve was filed as active; inconclusive = small, poorly fitted or top-dose-only effect, or effect the other way, or a change in a side signal; inactive = no such curve, though single readings can be large or run the other way; the % refers to the polarisation; also: % is scaled to controls: 0 for no effect and ±100 for the full control effect
# ERG-DNA inh = ERG Ets/DNA interaction inhibition; P11308; fluorescence polarization, His-ERG Ets domain / labelled DNA; Potency, µM (doses to about 76.9 µM), for inactives: at the highest dose FP activity, negative = inhibition, actives largely listed as inhibitors; hit rate 0.028% among 370,000; AID 624246; active = well fitted inhibition curve with a large enough effect in the polarisation, with a control signal flat; inconclusive = small, poorly fitted or top-dose-only effect, or effect the other way, or a change in a side signal; inactive = no such curve, though single readings can be large or run the other way; the % refers to the polarisation;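 also: polarization taken with two DNA probes labelled with fluorescein and Texas red; % of control where 0% means no effect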
#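 His-tagged ERG Ets domain (1 uM in the protein solution; 300mM KCl, 50mM Tris-HCl, 1mM EDTA, 1mM DTT, pH 7.5) received compound, then a probe mix of 5 nM fluorescein-DNA and 100nM Texas-615-DNA. Fluorescence polarization was read for both dyes.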
# GLS inhibitor = blocks human kidney-isoform glutaminase activity; O94925; GLS enzymatic activity, qHTS titration; AID 624170; Potency, µM (top dose mostly 45.5 µM), inactives show at the top dose activity change, negative = inhibition, usual class: inhibitors; hit rate 0.21% among 410,000; also: % is scaled to controls: 0 for no effect and ±100 for the full control effect
#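 hKGA in 45 mM KH2PO4 pH 8.2, 0.02% Tween-20 with pin-transferred compounds; 1 mM L-glutamine (stock) plus glutamate oxidase/HRP/Amplex Red coupling added. Fluorescence read initially and after 30 min at RT.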
# HP1b binding inh = blocks HP1-beta chromodomain binding to methylated histone tails; hit rate 0.56% among 390,000; AlphaScreen HP1-beta / biotin-H3K9me3 peptide binding; Potency, µM (titrated, usually from 114 µM), for the others: at the top dose activity change, negative = inhibition, most hits filed as inhibitors; AID 540317; also: nearly all actives have a fitted effect of over 70% in size; inactives centre near 23
#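 AlphaScreen: HP1-beta (50 nM) preformed 30 min with biotin-H3(1-18)K9me3 peptide (50 nM) in PBS pH 7.4, 0.01% Tween-20. Compound added for 30 min at RT, then streptavidin donor/nickel chelate acceptor beads (10 ug/mL) for 30 min.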
# RGS4 inh = inhibitors of human regulator of G protein signaling 4; P49798; Potency, µM (series often up to 114 µM), inactives show top-dose activity change, negative = inhibition, actives largely listed as inhibitors; hit rate 0.039% among 390,000; AID 504845; Transcreener GDP fluorescence polarization, RGS4-accelerated GTP hydrolysis; also: % is scaled to controls: 0 for no effect and ±100 for the full control effect; nearly all actives have a fitted effect of over 75% in size; some results filed as inactive show a strong effect at the top dose
#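 MLSMR compounds (23 nl, pin-transferred) preincubated 10 min at room temperature with a 500nM (2x) first reagent, then RGS4 at 900nM (2x) plus Transcreener GDP mix added; fluorescence polarization (620/688 nm) read before and after 90 min at 30 °C.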
# * hit, by the source's call; i = inactive; ? = inconclusive; · = not tested or not shown; & = joins results of further samples; [ ] = another dose, or the depositor's remark. Unless noted, calls follow the shape of the dose curve; as a rule, active = well fitted curve in the direction sought with a large enough effect; inconclusive = small, poorly fitted or top-dose-only effect, or another doubt; inactive = no such curve, though single readings can be large; an effect the other way counts as inactive or inconclusive. Potency is read from the fitted curve at half-maximal effect.
ERG-DNA inh,HP1b binding inh,rTrxR1 inhibitor,GLS inhibitor,Tb PGK inh,JMJD2A Tudor inh,RGS4 inh,Pin1 inhibitor,ALOX12 inh,molecule
2%,56%[activator],7%,13%,i,-26%,-9%[56.9 µM],2%,?,CSc1cccc(NC(=S)N2CCC(c3ccccc3)C2)c1 (configuration not stated)
-7%,2%,?,3%,2%,?,-45%,-1%,-17%,CCOC(=O)C1=C(C)N=c2s/c(=C3\C(=O)Nc4ccccc43)c(=O)n2C1c1ccc2c(c1)OCO2 (configuration not stated)
-12%,31%,-7%,-11%,-4%,-1%,12%,0%,-17%,CC(C)(C)CC(=O)Nc1cccc2c1CCCC2
2%,11%,-24%,6%,4%,-12%,?,8%,-14%,Nc1nc(SCC(=O)c2cccc([N+](=O)[O-])c2)n[nH]1
6%,25%,-3%,5%,i,?,-14%,18%,-1%,O=C(NCCN1CCCCCC1)C1CCC(CNS(=O)(=O)c2cccc3cccnc23)CC1 (configuration not stated)
1%,32%,30%,3%,i,-16%,8%,15%,-11%,CCC1CCCCN1CCCNC(=O)c1cc2c(=O)[nH]c3ccccc3c2n1C (configuration not stated)
-4%,17%,7%[57.1 µM],15%,3%,2%,23%,7%,91%[activator],CCSc1nc2c(c(=O)[nH]1)C(c1cccnc1)C(C(=O)OC)=C(C)N2 (configuration not stated)
1%,24%,-3%,3%,-3%,-3%,-5%,-13%,60%[activator],O=C(NCc1ccccc1Cl)C1CCC(=O)N1Cc1ccc(F)cc1 (configuration not stated)
4%,4%,18%,-5%,-1%,-12%,14%,2%,4%,CSc1ncc(C(=O)Nc2cccc(C)c2C)c(-c2ccccc2)n1
-1%,37%,19%[57.1 µM],41%[activator],3%,-9%,-9%,-4%,-4%,O=C(NNc1cccc(Cl)n1)Nc1ccccc1F
4%,-8%,5%[57.1 µM],17%,-9%,-15%,-29%,-7%,-5%,CCOc1ccc(NS(=O)(=O)c2ccc(C(=O)N3CCCC(C)C3)cc2)cc1 (configuration not stated)
14%,104%[activator],17%[57.1 µM],-13%,-8%,7%,-14%,0%,2%,CCOC(=O)Cn1nc(C)n(-c2ccc(F)cc2)c1=O
-9%,32%,6%,-4%,-5%,-24%,-11%,-6%,-24%,COc1cnc(-c2ccccn2)nc1Oc1cccc(Cl)c1
-4%,69%[activator],2%,17%,-11%,3%,-7%,-1%,135%[activator],COC(=O)NNC(=S)Nc1ccc(Br)cc1
5%,44%[activator],12%,6%,-10%,2%,11%,-13%,0%,COCCCNc1nc2ccccc2nc1NS(=O)(=O)c1ccc(Cl)cc1
-4%,26%,13%,-16%,2%,7%,17%,-4%,-2%,NC(=O)Cn1c(=O)oc2ccccc21
5%,26%,8%,-4%,4%,-4%,5%,-5%,-6%,COc1c2c(cc3ccc(=O)oc13)CCO2
-8%[15.4 µM],24%,-12%,0%,-12%,-2%,-23%,6%,189%[activator],CCN(Cc1nc2cc(Cl)ccc2c(=O)[nH]1)C(=O)c1nn(C)c(=O)c2ccccc12
-1%,20%,19%,8%,-5%,-7%,34%,-2%,-2%,CC(C)(C)NC(=O)CCCCCCCC(=O)NC(C)(C)C
·,24%,186%[activator],3%,·,-3%,21%,3%,-10%,CCOC(=O)Nc1cc2c(cc1C(C)=O)OCO2
-16%,19%,15%,-8%,1%,-6%,14%,12%,-27%,Cc1ccc(C)c(CN2C(=O)c3ccccc3S(=O)c3ccc(C(=O)NCCc4ccc(Cl)cc4)cc32)c1 (configuration not stated)
3%,49%[activator],14%,-13%,18%,-4%,-14%,-6%,2%,Cn1nnnc1SCCCNCc1ccccc1OCc1ccc(Cl)cc1
·,19%,6%[2.29 µM],9%,·,-15%,4%,0%,21%,CSCCC(NC(=O)c1ccccc1)C(=O)NCc1ccco1 (configuration not stated)
-3%,16%,11%,3%,-4%,-2%,-16%,·,?,CC(=O)Nc1cccc(NC(=O)CSc2ncc(C(=O)Nc3ccc(F)cc3)c(=O)n2C)c1
10%,-1%,-8%,?,2%,32µM*,?,3%,32µM*,CCc1cc(-c2n[nH]c(=S)n2-c2cccc(C)c2)cs1
-2%,32%,17%[57.1 µM],-15%,-3%,-7%,-8%,-9%,-10%,Fc1cccc(CSc2ccc3nnc(-c4cccnc4)n3n2)c1
0%,52%[activator],7%[57.1 µM],0%,3%,0%,-12%,0%,-7%,Cc1cccc(-n2c(O)cnc2Nc2nc(C)cc(C)n2)c1
-1%,20%[57 µM],8%[57.1 µM],5%,10%,-26%,6%,4%,?,Cc1ccc(S(=O)(=O)n2nc(C)c(S(=O)(=O)N3CCCCCC3)c2C)cc1
1%,13%,-12%[57.1 µM],4%,-12%,-13%,21%,-1%,16%,O=C(Nc1ccccc1O)c1c(O)c2c([nH]c1=O)CCCC2
-9%&-4%,38%&41%,11%,-3%&6%,1%&-3%,-14%&-2%,-1%&2%,-2%&-4%,0%&-14%,CC(=O)Nc1ccc(NC(=O)CCSCCc2ccccn2)cc1
1%,-24%,8.9µM*,0%,-5%,-21%,-49%,-2%,?,Cc1ccc(CNC(=O)CCS(=O)(=O)c2ccc(Br)s2)o1
10%,33%,-25%,12%,-4%,-5%,0%,?,0%,Cc1ccc(C2C(C#N)=C(N)Oc3c2oc(CO)cc3=O)o1 (configuration not stated)

# A section from the list above:
ERG-DNA inh,HP1b binding inh,rTrxR1 inhibitor,GLS inhibitor,Tb PGK inh,JMJD2A Tudor inh,RGS4 inh,Pin1 inhibitor,ALOX12 inh,molecule
·,24%,186%[activator],3%,·,-3%,21%,3%,-10%,CCOC(=O)Nc1cc2c(cc1C(C)=O)OCO2
-16%,19%,15%,-8%,1%,-6%,14%,12%,-27%,Cc1ccc(C)c(CN2C(=O)c3ccccc3S(=O)c3ccc(C(=O)NCCc4ccc(Cl)cc4)cc32)c1 (configuration not stated)
3%,49%[activator],14%,-13%,18%,-4%,-14%,-6%,2%,Cn1nnnc1SCCCNCc1ccccc1OCc1ccc(Cl)cc1
·,19%,6%[2.29 µM],9%,·,-15%,4%,0%,21%,CSCCC(NC(=O)c1ccccc1)C(=O)NCc1ccco1 (configuration not stated)
-3%,16%,11%,3%,-4%,-2%,-16%,·,?,CC(=O)Nc1cccc(NC(=O)CSc2ncc(C(=O)Nc3ccc(F)cc3)c(=O)n2C)c1
10%,-1%,-8%,?,2%,32µM*,?,3%,32µM*,CCc1cc(-c2n[nH]c(=S)n2-c2cccc(C)c2)cs1
-2%,32%,17%[57.1 µM],-15%,-3%,-7%,-8%,-9%,-10%,Fc1cccc(CSc2ccc3nnc(-c4cccnc4)n3n2)c1
0%,52%[activator],7%[57.1 µM],0%,3%,0%,-12%,0%,-7%,Cc1cccc(-n2c(O)cnc2Nc2nc(C)cc(C)n2)c1
-1%,20%[57 µM],8%[57.1 µM],5%,10%,-26%,6%,4%,?,Cc1ccc(S(=O)(=O)n2nc(C)c(S(=O)(=O)N3CCCCCC3)c2C)cc1
1%,13%,-12%[57.1 µM],4%,-12%,-13%,21%,-1%,16%,O=C(Nc1ccccc1O)c1c(O)c2c([nH]c1=O)CCCC2

# Following part:
ERG-DNA inh,HP1b binding inh,rTrxR1 inhibitor,GLS inhibitor,Tb PGK inh,JMJD2A Tudor inh,RGS4 inh,Pin1 inhibitor,ALOX12 inh,molecule
-8%,35%,?,-7%,4%,-13%,-5%,?,1%,CCCC1OC23CCCCC2C(C#N)(C(=N)O3)C1(C#N)C#N (configuration not stated)
-3%,39%[activator],4%[57.1 µM],9%,6%,0%,6%,-6%,14%,O=C(c1ccc2c(=O)n3c(nc2c1)CCC3)N1CCN(S(=O)(=O)c2cccc(F)c2)CC1
0%,34%,11%,-3%,0%,-16%,28%,-1%,-2%,Cc1ccc(-c2noc(CNS(=O)(=O)c3ccc(F)cc3)n2)cc1
7%,8%,11%,-17%,-6%,-21%[11.4 µM],1%[11.4 µM],-3%,?,O=C(OCc1nnc(-c2ccccc2)o1)c1ccc2c(c1)OCO2
-3%,36%,12%[57.1 µM],8%,i,-6%,9%,?,5%,CC(=O)Nc1ncc(Cc2cccc(Cl)c2Cl)s1
-6%,28%,3%,14%,7%,-8%,23%,-12%,4%,FC(F)(F)c1ccc(Oc2ccccc2Cl)nc1
12%,23%,22%,1%,6%,-11%,0%,18%,0%,CC(C)c1ccc(NC(=O)CCn2c(=O)c3cccn3c3ccccc32)cc1
-6%,9%,21%[57.1 µM],20%,-1%,-1%,-37%,7%,2%,CN1C(=O)C(O)(C2COC(C)(C)CC2=O)c2cc(Br)ccc21 (configuration not stated)
-5%,18µM*,-5%[57.1 µM],11µM*,13µM*,?,-9%[11.4 µM],·,?,COc1ccc(OC)c(N2C(=O)[C@@H]3C(c4ccccc4Cl)=NO[C@@H]3C2=O)c1
-5%,16%,5%,15%,4%,-3%,20%,-1%,i,CCCOC(=O)Nc1ccccc1C(N)=O
32%[activator],33%[activator],10%[57.1 µM],5%,i,-11%,7%,?,-9%,Cc1ccc(N=Cc2c(O)cc(C)oc2=O)c(C)c1
2%,25%,7%,3%,7%,-5%,34%,-3%,-22%,Cc1cc(NC(=O)Nc2csc3c2CCCC3)ccc1Br

# The list is partial; count on the stated rates, not on these rows.
